Compound activity: PubChem, National Center for Advancing Translational Sciences (NCATS)
AT treatment = candidate therapy for ataxia-telangiectasia. 0.19% of 320,000 active. […] A-T fibroblasts, KAP-1 phosphorylation AlphaLISA; neocarzinostatin DNA damage 30 min before lysis. Potency, µM (top dose mostly 57.5 µM), inactives show at the highest dose activation, usual class: activators; also: potency is read from the fitted curve at half-maximal effect; % of control where 0% means no effect; nearly all actives have a fitted effect of over 45% in size
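hTERT-immortalized A-T patient fibroblasts ([…]), 500 cells/well in OPTI-MEM, 1% FBS, got compounds for 60 min, then NCS for 30 min at 37C. Lysates were then assayed for phospho-KAP-1 by AlphaLISA (anti-pKAP1 donor, anti-KAP1 acceptor beads), 6 hr at 25C.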
TSHR antag = human thyrotropin receptor antagonism | activity change, negative = inhibition, % at 11.5 µM | TSHR-expressing cells, TSH-stimulated cAMP HTRF, 2 h; hits give low values | P16473 | 0.2% of 330,000 active;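 active = activity change below a set negative limit, meaning inhibition stronger than a set level, cut at about -70% in these data; inconclusive = activity change between two set negative limits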; also: % is scaled to controls: 0 for no effect and ±100 for the full control effect
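Read-out is FRET at 665 nm (cryptate excitation 337 nm) from a cryptate-tagged anti-cAMP antibody, competed by cell cAMP against cAMP-d2. Compounds are tested on freshly harvested TSHR cells challenged with 4nM TSH (EC80) for 2 hours at 37 deg C.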
hERG WT inh = inhibitors of human wildtype KCNH2 potassium channel; activity change, % at 1.84 µM; Q12809; AID 720551; 0.37% of 340,000 active; U2OS, BacMam KCNH2, thallium flux FluxOr; hits give low values;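 active = maximum activity change below -70%; inconclusive = maximum activity change between -70% and -50%; inactive = maximum activity change above -50%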; also: % is scaled to controls: 0 for no effect and ±100 for the full control effect
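U2OS cells were transduced with wild-type KCNH2 virus (2.03 x 10^8 / mL) for 4 h at room temperature, then cultured overnight at 37 C. Thallium flux was read with FluxOr dye. Rate constants were normalized to DMSO controls.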
Coupling enz = counter-screen for Giardia aldolase inhibitors: coupling enzyme system. coupling enzyme system counterscreen, AmpLite Red fluorescence. activity change, negative = inhibition, % at 58.2 µM, hits read low. 0.67% of 290,000 active. AID 2472; in the data active = activity change below about -30%; also: % is scaled to controls: 0 for no effect and ±100 for the full control effect
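Counterscreen lacking aldolase: glyceraldehyde-3-phosphate coupling-enzyme reagent preincubated 10 min at RT with compound (at 57.5 uM final), then substrate/coupling system with AmpLite Red added; fluorescence read at 525/598 nm after 20 min RT.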
Tb PFK block = blocks T. brucei phosphofructokinase; O15648; T. brucei PFK, ADP-Glo luminescence; Potency, µM (highest dose often 57.5 µM), inactives show at the top dose activity, negative = inhibition, usual class: inhibitors; 0.17% of 330,000 active; AID 485367;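 also: potency is read from the fitted curve at half-maximal effect; 0% = uninhibited 1x PFK enzyme wells and -100% = no-enzyme wells; nearly all actives have a fitted effect of over 60% in size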
Target sequence (O15648 whole entry, looked up): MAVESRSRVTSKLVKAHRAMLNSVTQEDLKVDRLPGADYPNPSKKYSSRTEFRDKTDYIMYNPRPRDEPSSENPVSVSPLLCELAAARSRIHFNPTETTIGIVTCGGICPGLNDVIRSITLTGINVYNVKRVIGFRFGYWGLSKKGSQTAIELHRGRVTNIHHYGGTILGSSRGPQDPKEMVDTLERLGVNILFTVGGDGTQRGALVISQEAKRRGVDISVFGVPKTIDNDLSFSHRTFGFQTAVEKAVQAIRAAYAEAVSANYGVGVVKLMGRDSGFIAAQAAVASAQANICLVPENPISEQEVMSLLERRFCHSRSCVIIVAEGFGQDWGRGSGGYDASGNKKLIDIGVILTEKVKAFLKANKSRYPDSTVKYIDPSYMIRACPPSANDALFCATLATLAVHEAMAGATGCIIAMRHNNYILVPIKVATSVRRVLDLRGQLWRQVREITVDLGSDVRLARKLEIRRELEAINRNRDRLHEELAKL
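PFK 1.25 nM, F6P 0.5 mM, ATP 0.1 mM, 0.1 M TEA pH 8.0, 5 mM MgCl2, 0.01% Tween20, 0.1% BSA; 45 min RT. ADP-Glo readout. qHTS titration up to 57 uM; curves fitted, compounds curve-classed.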
GALK inhibitor = inhibitors of human galactokinase. Potency, µM (titrated, usually from 57.5 µM), for the others: top-dose activity change, negative = inhibition, hits mostly inhibitors. Purified GALK, Kinase-Glo residual ATP luminescence. P51570. AID 1868. 0.007% of 270,000 active; also: potency is read from the fitted curve at half-maximal effect; % is scaled to controls: 0 for no effect and ±100 for the full control effect
Target sequence (P51570 whole entry, looked up): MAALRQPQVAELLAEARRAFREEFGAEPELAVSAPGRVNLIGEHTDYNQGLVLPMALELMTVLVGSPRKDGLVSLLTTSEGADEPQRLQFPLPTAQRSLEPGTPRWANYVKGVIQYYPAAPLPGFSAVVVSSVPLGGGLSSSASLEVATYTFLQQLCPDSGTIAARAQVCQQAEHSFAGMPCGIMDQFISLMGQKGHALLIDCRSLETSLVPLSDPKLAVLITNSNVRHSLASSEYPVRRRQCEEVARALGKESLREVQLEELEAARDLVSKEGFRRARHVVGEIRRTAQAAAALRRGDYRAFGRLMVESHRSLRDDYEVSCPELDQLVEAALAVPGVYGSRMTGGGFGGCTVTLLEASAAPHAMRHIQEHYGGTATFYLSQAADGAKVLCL
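5 nM enzyme, 35 uM ATP, 100 uM galactose, 20 mM HEPES pH8.0, 5 mM MgCl2; 1 h RT; residual ATP by Kinase-Glo Plus luminescence, qHTS format.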
Chronic BCR inh = chronic active BCR signaling inhibition. ABC-DLBCL IkBa-CBG/CBR reporter, luminescence ratio, 4 h. Potency, µM (titrated, usually from 46.1 µM), for the others: at the top dose ratio change, negative = lower green/red ratio, hits mostly inhibitors. 0.05% of 340,000 active. AID 493014; active = well fitted inhibition curve with a large enough effect in the signal ratio, with a control signal flat, not every such curve was filed as active; inconclusive = small, poorly fitted or top-dose-only effect, or effect the other way, or a change in a side signal; the % refers to the signal ratio;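 also: potency is read from the fitted curve at half-maximal effect; plate controls were basal doxycycline-induced cells for no effect and cells given 10 µM MG132 for full effect; MG132 reads +100%, hits lower the ratio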
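TMD8 human ABC-DLBCL cells with doxycycline-inducible IκBα–green luciferase fusion and unfused red luciferase, in 0.5% FBS medium; compounds up to 46 uM, 4 h at 37C. Green/red luminescence ratio, filter-overlap corrected, fitted to concentration-response curves.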
MLL CXXC-DNA inh = MLL CXXC-DNA interaction inhibition. MLL-CXXC / FITC-HOXA9 DNA fluorescence polarization. Potency, µM (series often up to 115 µM), inactives show top-dose activity change, negative = inhibition, most hits filed as inhibitors. 0.037% of 290,000 active; active = well fitted inhibition curve with a large enough effect in the polarisation, with a control signal flat, not every such curve was filed as active; inconclusive = small, poorly fitted or top-dose-only effect, or effect the other way, or a change in a side signal; inactive = no such curve, though single readings can be large or run the other way; the % refers to the polarisation; also: potency is read from the fitted curve at half-maximal effect
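Fluorescence polarization: 7 uM MLL-CXXC (stock) preincubated 5 min with compounds, then 50 nM fluorescein-HOX-A9 DNA (stock) added; 30 min ambient. Buffer 50 mM Tris-HCl pH 7.5, 50 mM NaCl, 1 mM DTT, 0.05% BSA.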
Giardia killer = Giardia lamblia killing | Giardia lamblia trophozoite viability | activity change, % at 7.66 µM, hits read low | 0.15% of 340,000 active; in the data active = activity change below about -80%; inconclusive = between about -30% and that limit;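 also: parasites exposed to compound for two days anaerobically before the ATP read; % is scaled to controls: 0 for no effect and ±100 for the full control effect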
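Killing of trophozoites was scored by loss of ATP luminescence after a 48 hrs anaerobic exposure to compounds at 37 deg C, using 100 cells per well.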
TCR activator = activators of T cell receptors; primary human leukocytes, anti-CD3, IL-2 HTRF, 48 h; Potency, µM (doses to about 9.22 µM), inactives show at the highest dose activation of IL-2 secretion, most hits filed as activators; 330,000 tested, under 10 active; AID 504894; also: % of control where 0% means no effect
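HTRF read-out of IL-2 secretion: europium cryptate donor excited at 320nm, d2 acceptor emission at 665nm. Cells were primary human leukocytes incubated 48 hr with compounds and a-CD3 beads, supplying TCR signal only.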
The depositor's hits bear a star; ? = inconclusive; . = not tested or not shown; & = joins results of further samples; [ ] = dose if it differs, or a comment. Unless noted, calls follow the shape of the dose curve; as a rule, active = well fitted curve in the direction sought with a large enough effect; inconclusive = small, poorly fitted or top-dose-only effect, or another doubt; inactive = no such curve, though single readings can be large; an effect the other way counts as inactive or inconclusive.

No. | molecule | GALK inhibitor | hERG WT inh | Coupling enz | MLL CXXC-DNA inh | Chronic BCR inh | TCR activator | Tb PFK block | Giardia killer | TSHR antag | AT treatment
1 | COc1ccc(NC(=O)CS(=O)(=O)c2ccccc2)cc1 | . | -1 | -1 | 7% | 9% | . | -2% | -5 | -7 | -5%
2 | Cc1ccc(/C=C(/C#N)C(=O)NC(C)c2ccccc2)o1 (stereo not drawn) | 3% | -2 | -3 | ? | -5% | -2%[46.1 µM] | -10% | 0 | 16 | -5%
3 | CC1CCCN(S(=O)(=O)c2ccc(NC(=O)Cc3ccc(S(=O)(=O)N4CCOCC4)s3)cc2)C1 (stereo not drawn) | . | 2 | . | . | ? | -2% | 0% | -10 | -1 | -2%
4 | CCCC(=O)NCCc1nc2ccccc2n1C | 1% | 3 | 1 | -1% | 0% | -4% | 8% | -13 | 5 | 3%
5 | O=C1C2CCCN2C(c2ccco2)N1c1ccc(F)cc1 (stereo not drawn) | 0% | 8 | -1 | -4% | -4% | -14% | -9% | 3 | -3 | -2%
6 | COc1ccc(NC(=O)c2oc3ccccc3c2C)cn1 | -2% | -2 | . | 30% | 9% | 5% | 4% | -4 | -1 | -7%
7 | O=C(OCC(=O)N1CCN(C(=O)c2ccco2)CC1)c1cc(-c2ccco2)nc2ccccc12 | -1% | 10 | -1 | ? | -12% | 1% | 5% | 2 | -1 | 2%
8 | c1ccc(-c2cnnn2-c2ccccc2)cc1 | 1% | 1 | 0 | 2% | -2% | . | 0% | -6 | 25 | -1%
9 | O=C(NCCCN1CCOCC1)c1ccc(/C=C2\Oc3ccccc3N(Cc3ccccc3F)C2=O)cc1 | 1% | 14 | 5 | 7% | -1% | 1% | 0% | 25 | 12 | -1%
10 | Cc1cccc(OCCCC(=O)NNC(=O)c2ccc(F)cc2)c1 | . | -2 | . | . | ? | 0% | -4% | 3 | -5 | 2%
11 | Cc1ccc(N2C(=O)N(CC(=O)Nc3ccc(C)cc3[N+](=O)[O-])C(=O)C2C)cc1 (stereo not drawn) | . | -7 | . | . | ? | 6% | -4% | 9 | 8 | 0%
12 | CS(=O)(=O)c1ccc(-c2nnc(NC(=O)C3=COCCO3)o2)cc1 | . | -2 | . | . | ? | 7% | 0% | 28 | 1 | 2%
13 | CCC(C)OC(=O)c1cc(C)nc2c(Br)cc(Br)cc12 (stereo not drawn) | -5% | 0 | -3 | 4% | -10% | 1%[46.1 µM] | -1% | -9 | -3 | 1%
14 | CC(C(=O)NC1CCCC1)N(c1ccc(Oc2ccccc2)cc1)S(C)(=O)=O (stereo not drawn) | 10% | 2 | -2 | 7% | 0% | -4% | -3% | 5 | -2 | 3%
15 | CC(=O)Nc1ccc(C(=O)N2CCCC2)cc1 | 1% | 12 | . | 16% | 0% | 0% | 1% | 7 | -3 | -2%

The list continues.
No. | molecule | GALK inhibitor | hERG WT inh | Coupling enz | MLL CXXC-DNA inh | Chronic BCR inh | TCR activator | Tb PFK block | Giardia killer | TSHR antag | AT treatment
16 | COc1cccc(Nc2nnc(SCC3CCCCO3)s2)c1 (stereo not drawn) | 9% | -7 | 2 | -2% | 7% | 0% | 0% | -17 | -15 | 4%
17 | Cc1ccc(C(=O)NCCN(C)C)c(C)c1 | -3% | 6 | 2 | 7% | -1% | 2% | 0% | -2 | -1 | 2%
18 | CC(C)c1c(O)nc(SCCOc2ccc(Cl)cc2)[nH]c1=O | 1% | -6 | 3 | 20% | 1% | -4% | 1% | -12 | -5 | -7%
19 | CCc1cc(Cn2nc(-c3ccccc3)cc2C(=O)NCc2cccc(Br)c2)on1 | . | 4 | . | . | 1% | 5% | 3% | 9 | -29 | 13%
20 | CCCCCC(=O)OC(CN1CCCCC1)CN1CCCC1=O (stereo not drawn) | 1% | 1 | 0 | -10% | 3% | 2% | -2% | 1 | 5 | 1%
21 | CC(=O)c1cc(CN2CCN(CCc3ccccc3)C(CCO)C2)cs1 (stereo not drawn) | 5% | 22 | 2 | 0% | 13% | . | -4% | -17 | -2 | 4%
22 | COc1cccc(CNC(=O)COc2cccc(-n3cnnn3)c2)c1 | . | -1 | . | . | -1% | -9% | 0% | -11 | -1 | 3%
23 | O=C(Cc1cccs1)NCc1ccccc1 | 8% | -17 | 0 | -1% | 4% | . | -6% | -21 | -5 | 2%
24 | Cc1c(Cl)cccc1Nc1nc(N)nc(CN2CCc3ccccc3C2)n1 | 1% | 33 | -15 | 0% | ? | -3% | 4% | -2 | 11 | -3%
25 | Nc1ccc2oc(-c3ccc4nc[nH]c4c3)nc2c1 | -2% | 4 | 0 | 2% | ? | 4%[46.1 µM] | -6% | ? | 8 | 1%
26 | CC(=O)c1cccc(NC(=O)CN2C=NS(=O)(=O)c3ccc(C)cc32)c1 | -1% | 12 | . | 7% | -12%&-26% | 12% | -3% | -12 | 13 | 2%
27 | COc1ccc(N(CCC#N)S(=O)(=O)c2ccc(Cl)cc2)cc1 | 0% | -18 | 8 | 2% | -8% | . | -2% | 1 | 13 | 3%
28 | COc1ccc([N+](=O)[O-])cc1NC(=O)COC(=O)Cc1cc(OC)c(OC)c(OC)c1 | 2% | 5 | 4 | -4% | -9% | -3%[46.1 µM] | -4% | -3 | 8 | .
29 | N#CNC1=NCN(Cc2ccccc2)CN1 | 0% | 2 | -4 | -4% | ? | -6% | 0% | 6 | 18 | 12%
30 | O=C(CSc1nc(Cc2ccccc2)nc2ccccc12)Nc1nc2c(s1)CCCC2 | 0% | -15 | 0 | 10% | ? | -2% | 2% | -3 | 6 | -6%

Additional compounds.
No. | molecule | GALK inhibitor | hERG WT inh | Coupling enz | MLL CXXC-DNA inh | Chronic BCR inh | TCR activator | Tb PFK block | Giardia killer | TSHR antag | AT treatment
31 | O=C(N/N=C/c1ccc(-c2ccccc2Cl)o1)c1ccccc1 | -1% | 3 | -1 | -2% | ? | -4% | 0% | 3 | 0 | -4%
32 | CC(C)CCOc1ncnc2c1sc1nc3c(cc12)CSC(C)(C)C3 | -1% | -12 | -5 | 6% | 11% | 4%[46.1 µM] | -8% | -9 | -11 | -1%
33 | Cc1ccc(S(=O)(=O)N2CCCC2)cc1S(=O)(=O)N1CCCC1 | 1% | -8 | 3 | -1% | 2% | -5% | -3% | -4 | 3 | 4%
34 | CNC(=S)N(Cc1cccs1)Cc1cc2cc(OC)ccc2[nH]c1=O | 1% | 4 | 0 | -1% | -4% | 1%[46.1 µM] | 0% | ? | -10 | 1%
35 | COCCCNC(=O)CNC(=S)N(Cc1ccccc1F)C1CCCCC1 | 0% | -15 | 3 | -23% | 4% | 5% | -4% | -11 | -11 | 4%
36 | CCOC(=O)N1CCN(c2ncnc3scc(-c4ccccc4)c23)CC1 | -2% | -1 | -1 | ? | ? | -3% | 2% | -2 | -4 | 27%
37 | CC(C)(C)c1ccc(C(=O)Nc2cccc(C(=O)N3CCOCC3)c2)cc1 | 2% | -10 | 0 | 2% | -17% | 1% | 0% | ? | -12 | 10%
38 | COc1ccc(OC)c(C2CC(c3ccccc3)=NN2C(=S)Nc2ccccc2)c1 (stereo not drawn) | 0% | 11 | 0 | 4% | 2% | 8% | 0% | 4 | 2 | ?
39 | S=C(NCc1cccnc1)Nc1ccc(Oc2ccc(Cl)cc2)cc1 | -5% | 0 | 0 | -3% | 7% | -2% | 3% | 11 | -28 | 9%

Profiles, looked up by structure:
`CCOC(=O)N1CCN(c2ncnc3scc(-c4ccccc4)c23)CC1` is listed with GALK inhibitor: -2%; hERG WT inh: -1; Coupling enz: -1; MLL CXXC-DNA inh: ?; Chronic BCR inh: ?; TCR activator: -3%; Tb PFK block: 2%; Giardia killer: -2; TSHR antag: -4; AT treatment: 27%
`S=C(NCc1cccnc1)Nc1ccc(Oc2ccc(Cl)cc2)cc1` is listed with GALK inhibitor: -5%; hERG WT inh: 0; Coupling enz: 0; MLL CXXC-DNA inh: -3%; Chronic BCR inh: 7%; TCR activator: -2%; Tb PFK block: 3%; Giardia killer: 11; TSHR antag: -28; AT treatment: 9%

Entries from the list above that contain an aryl thioether with sulfur outside any ring:
No. | molecule | GALK inhibitor | hERG WT inh | Coupling enz | MLL CXXC-DNA inh | Chronic BCR inh | TCR activator | Tb PFK block | Giardia killer | TSHR antag | AT treatment
16 | COc1cccc(Nc2nnc(SCC3CCCCO3)s2)c1 (stereo not drawn) | 9% | -7 | 2 | -2% | 7% | 0% | 0% | -17 | -15 | 4%
18 | CC(C)c1c(O)nc(SCCOc2ccc(Cl)cc2)[nH]c1=O | 1% | -6 | 3 | 20% | 1% | -4% | 1% | -12 | -5 | -7%
30 | O=C(CSc1nc(Cc2ccccc2)nc2ccccc12)Nc1nc2c(s1)CCCC2 | 0% | -15 | 0 | 10% | ? | -2% | 2% | -3 | 6 | -6%
